# G9a block – inhibitors of human histone lysine methyltransferase G9a; Q96KQ7; G9a H3K9 monomethylation, AlphaScreen, 2 h; Potency, µM (doses to about 102 µM), for inactives: at the top dose activity, negative = inhibition, usual class: inhibitors; actives 8.8% (n = 350,000); further: potency means the concentration at half of the fitted maximal effect; on the % scale 0 is the no-effect control and ±100 the full control effect; nearly all actives have a fitted effect of over 75% in size
# Target sequence (Q96KQ7 913-1193 limits assumed): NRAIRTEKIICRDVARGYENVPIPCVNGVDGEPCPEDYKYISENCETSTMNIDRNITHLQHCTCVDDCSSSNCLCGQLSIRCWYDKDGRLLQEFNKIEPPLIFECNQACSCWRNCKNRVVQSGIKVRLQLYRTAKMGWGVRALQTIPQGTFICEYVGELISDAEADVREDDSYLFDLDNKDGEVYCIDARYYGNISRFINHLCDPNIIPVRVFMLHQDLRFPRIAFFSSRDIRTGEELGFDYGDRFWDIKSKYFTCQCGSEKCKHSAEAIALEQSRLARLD
#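 Compounds were preincubated with 20 nM G9a for 15 min, after which biotinylated H3K9 peptide (500 nM) and SAM (20 uM) started a 2 h room-temperature reaction. Monomethylated product was quantified by antibody-based AlphaScreen chemiluminescence.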
# BAZ2B block – BAZ2B (human) inhibition; Q9UIF8; AlphaScreen BAZ2B-H3K14Ac peptide displacement; Potency, µM (top dose mostly 114 µM), inactives show at the top dose activity change, negative = inhibition, most hits filed as inhibitors; actives 4.4% (n = 360,000); AID 504333; further: potency means the concentration at half of the fitted maximal effect; on the % scale 0 is the no-effect control and ±100 the full control effect; nearly all actives have a fitted effect of over 60% in size
#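 AlphaScreen displacement of biotin-H3(5-23)K14Ac peptide (50 nM final) from BAZ2B (50 nM final) in PBS pH 7.4, 0.01% Tween-20; complex preformed 30 min RT, then compounds (top 110 uM) 30 min RT, beads 20 min dark.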
# GLS inhibitor – glutaminase GLS (human) inhibition; GLS enzymatic activity, qHTS titration; Potency, µM (top dose mostly 45.5 µM), inactives show at the top dose activity change, negative = inhibition, most hits filed as inhibitors; actives 0.21% (n = 410,000); AID 624170; further: potency means the concentration at half of the fitted maximal effect; on the % scale 0 is the no-effect control and ±100 the full control effect
#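 Compounds were pin-transferred onto hKGA, after which L-glutamine (1 mM solution) and a detection mix of glutamate oxidase, HRP and Amplex Red were added. Initial and 30 min RT fluorescence reads were collected.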
# HP1b chromo inh – blocks HP1-beta chromodomain binding to methylated histone tails | P83916 | AlphaScreen HP1-beta / biotin-H3K9me3 peptide binding | Potency, µM (series often up to 114 µM), for inactives: top-dose activity change, negative = inhibition, hits mostly inhibitors | actives 0.56% (n = 390,000) | AID 540317; further: potency means the concentration at half of the fitted maximal effect; nearly all actives have a fitted effect of over 70% in size; inactives centre near 23
# Target sequence (P83916 whole entry, looked up): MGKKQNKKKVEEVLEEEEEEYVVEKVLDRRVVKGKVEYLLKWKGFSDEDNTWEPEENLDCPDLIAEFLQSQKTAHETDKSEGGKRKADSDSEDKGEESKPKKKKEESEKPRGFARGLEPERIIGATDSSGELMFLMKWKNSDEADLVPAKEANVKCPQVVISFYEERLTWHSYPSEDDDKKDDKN
#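 HP1-beta protein (50 nM final) preincubated 30 min at room temperature with biotinylated H3(1-18)K9me3 peptide (50 nM) in PBS pH 7.4, 0.01% Tween-20, then compound added for 30 min. AlphaScreen streptavidin donor/nickel chelate acceptor beads (10 ug/mL final), 30 min dark, luminescence read.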
# PI4K2A block – PI4K2A (human) kinase inhibition | AID 1346378 | Q9BTU6 | activity change, negative = inhibition, % at 76.9 µM | purified PI4K2A, ADP-Glo luminescence, 1 h; hits give low values | actives 0.13% (n = 420,000); in the data active means activity change below about -50%; inconclusive means mostly about -30% to -49%;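 further: -100% = wells without enzyme as full effect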
#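 PI4K2A activity was measured by ADP-Glo luminescence: enzyme (4 ug/mL stock) and phosphatidylinositol (1.2 mM stock) in Tris pH 7.5/MgCl2/EGTA/Triton X-100 buffer were reacted with ATP (300 microM stock) for one hour at ambient temperature.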
# ERG-DNA inh – blocks human ERG Ets domain binding to DNA. actives 0.028% (n = 370,000). AID 624246. Potency, µM (highest dose often 76.9 µM), for inactives: top-dose FP activity, negative = inhibition, actives largely listed as inhibitors. fluorescence polarization, His-ERG Ets domain / labelled DNA; active means well fitted inhibition curve with a large enough effect in the polarisation, with a control signal flat; inconclusive means small, poorly fitted or top-dose-only effect, or effect the other way, or a change in a side signal; inactive means no such curve, though single readings can be large or run the other way; the % refers to the polarisation;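 further: polarization taken with two DNA probes labelled with fluorescein and Texas red; potency means the concentration at half of the fitted maximal effect; % of control where 0% means no effect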
#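 His-tagged ERG Ets domain (1 uM in the protein solution; 300mM KCl, 50mM Tris-HCl, 1mM EDTA, 1mM DTT, pH 7.5) received compound, then a probe mix of 5 nM fluorescein-DNA and 100nM Texas-615-DNA. Fluorescence polarization was read for both dyes.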
# RGS4 inhibitor – inhibitors of human regulator of G protein signaling 4. AID 504845. actives 0.039% (n = 390,000). Transcreener GDP fluorescence polarization, RGS4-accelerated GTP hydrolysis. Potency, µM (titrated, usually from 114 µM), inactives show at the highest dose activity change, negative = inhibition, hits mostly inhibitors. P49798; further: potency means the concentration at half of the fitted maximal effect; on the % scale 0 is the no-effect control and ±100 the full control effect; nearly all actives have a fitted effect of over 75% in size; some results filed as inactive show a strong effect at the top dose
# Target sequence (P49798 whole entry, looked up): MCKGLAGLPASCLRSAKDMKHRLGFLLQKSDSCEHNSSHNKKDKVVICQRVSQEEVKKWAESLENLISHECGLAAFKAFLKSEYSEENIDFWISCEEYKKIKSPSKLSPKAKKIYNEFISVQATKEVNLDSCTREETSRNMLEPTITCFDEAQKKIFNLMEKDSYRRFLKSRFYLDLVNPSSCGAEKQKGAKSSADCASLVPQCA
#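 MLSMR compounds (23 nl, pin-transferred) preincubated 10 min at room temperature with a 500nM (2x) first reagent, then RGS4 at 900nM (2x) plus Transcreener GDP mix added; fluorescence polarization (620/688 nm) read before and after 90 min at 30 °C.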
# ALOX12 inh – blocks human arachidonate 12S-lipoxygenase; P18054; purified 12hLO, xylenol orange hydroperoxide absorbance; Potency, µM (highest dose often 108 µM), inactives show at the top dose activity change, negative = inhibition, most hits filed as inhibitors; actives 1.1% (n = 580,000); AID 1671190; further: potency means the concentration at half of the fitted maximal effect; on the % scale 0 is the no-effect control and ±100 the full control effect
#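 Purified human 12hLO at 150 nM in 25 mM Hepes, 0.01% Triton X-100, pH 7.0, preincubated 15 min at room temperature with compound. Reaction started with 40 uM arachidonic acid, 30 min at room temperature. Hydroperoxide measured by Fe-xylenol orange, 573/405 nm absorbance ratio.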
# JMJD2A Tudor inh – blocks the human JMJD2A Tudor domain; O75164; actives 4.4% (n = 390,000); AlphaScreen JMJD2A-Tudor / H3K4me3 peptide binding; Potency, µM (doses to about 114 µM), inactives show at the top dose activity change, negative = inhibition, hits mostly inhibitors; further: potency means the concentration at half of the fitted maximal effect; on the % scale 0 is the no-effect control and ±100 the full control effect; nearly all actives have a fitted effect of over 50% in size
# * hit, by the source's call; ? = inconclusive; . = not tested or not shown; [ ] = remark or other dose. Unless noted, the call rests on the fitted dose curve; in most records, active means well fitted curve in the direction sought with a large enough effect; inconclusive means small, poorly fitted or top-dose-only effect, or another doubt; inactive means no such curve, though single readings can be large; an effect the other way counts as inactive or inconclusive. A portion of the library. The share of hits here may be higher or lower than overall.
SMILES,G9a block,BAZ2B block,GLS inhibitor,HP1b chromo inh,PI4K2A block,ERG-DNA inh,RGS4 inhibitor,ALOX12 inh,JMJD2A Tudor inh
CC(O)CNCCOc1cccc(Oc2ccccc2)c1 (stereo unspecified),32µM*,50µM*,3%,-17%,5,-7%,-9%,-18%,3.5µM*
N=NC(=O)c1ccccc1Nc1c(O)[nH]c2ccccc12,.,.,-1%,37%,-14,0%,-48%,-17%,7%
C/C(=N\NC(=O)CSc1nc2ccccc2s1)c1ccco1,-6%[59 µM],-25%,6%,19%,-2,3%,2%,-12%,-26%[57.1 µM]
O=C(c1cnsn1)N1CCC(CO)(Cc2cccc(F)c2)CC1,-23%,5%,2%,45%[activator],0,2%,10%,-11%,8%
Cc1occc1-c1nnc(SCC(=O)N2CCN(c3ccccc3)CC2)n1C,-33%[12.7 µM],-35%,26%,28%,-5,-6%,-2%,0%[57.4 µM],-18%
Cc1ccc(O)c(N=Nc2ccc(S(=O)(=O)N3CCCC3)cc2)c1,8.9µM*,4µM*,2%,-4%,-4,10%,10%,3%,?
CCOc1ccc(NC(=O)C(Cc2ccccc2)NC(=O)C2CCCCC2)cc1 (stereo unspecified),5%,0%,-6%,14%,6,.,-18%,1%,-15%
CCc1nnc(NC(=O)c2ccc(S(=O)(=O)NCC(C)C)cc2)s1,?,-4%,16%,30%,-5,.,12%,5%,-10%
Cc1nc2cc(CO)ccc2n1C,-33%,-3%,-2%,60%[activator],2,8%,-26%,-13%,-1%
COc1cccc(CNC(=O)CCC2CCCN(Cc3ccc(OC(F)F)cc3)C2)c1 (stereo unspecified),4%,-3%,-8%,34%,3,4%,-22%,?,1%
O=C(c1ccc(F)cc1)n1nc(-c2ccc(Cl)cc2)nc1NCc1ccco1,30%[59 µM],2%,8%,65%[activator],-2,-1%,-8%,-27%,9%
COc1cc(/C=N/Nc2nc3ccccc3o2)cc(OC)c1O,40µM*,-25%,.,25%,0,0%,11%,0%,?
COc1cc(NC(=O)c2ccc(-c3csc(C)n3)cc2)c(OC)cc1Cl,-7%,7%,0%,33%,2,0%,5%,-19%,-21%
COc1ccc(C(=O)NN(C)c2nc(-c3ccccc3)nnc2C(F)(F)F)cc1,6%,-8%,-6%,4%,1,-1%,7%[11.4 µM],-21%,-5%[57.1 µM]
O=C(NCCS(=O)(=O)N1CCN(c2ccccc2F)CC1)c1c(F)cccc1F,7%[2.33 µM],14%,2%,27%,-6,-1%,1%,8%,-3%
Cc1ccc(N2C(=O)CC(Cn3nc(C)cc3C)C2=O)cc1 (stereo unspecified),-21%,-8%,-3%,25%,3,12%,-28%,-24%,-4%
COc1ccc(C(=O)N=C2SC3CS(=O)(=O)CC3N2Cc2ccc(F)cc2)cc1 (stereo unspecified),.,-7%,-1%,27%,-1,9%,-1%,-4%,-7%
CC(OC(=O)C1COc2ccccc2O1)C(=O)N(C)c1ccccc1 (stereo unspecified),5%,-15%,5%,6%,4,7%,?,?,-5%[57.1 µM]
O=C(CCC(=O)N/N=C/c1cc(Cl)cc(Cl)c1O)NCc1ccccc1,.,5%,?,-2%,1,-6%,?,-17%,28µM*
O=C1CC(C(=O)Nc2ccc(F)c(Cl)c2)N=C(N2CCCCC2)N1 (stereo unspecified),7%,5%,-4%,48%[activator],1,5%,-17%,?,-20%
CCOC(=O)C1CCN(Cc2cnc(Oc3ccc(C(C)(C)C)cc3)s2)CC1,11%,-22%,0%,41%[activator],3,1%,-18%,0%,-15%
COc1ccccc1OC(=O)c1ccc2nsnc2c1,16%[12.7 µM],10%,1%,29%,1,4%,-1%,-5%,-6%
O=c1c2ccccc2nc2n1C(CSc1ccc(Br)cc1)CN2 (stereo unspecified),2%[0.0925 µM],-5%,-16%,32%[activator],-4,10%,-27%,6%,9%
O=[N+]([O-])c1ccc2nc(-c3ccccc3)cc(-c3ccccc3)c2c1,5%[59 µM],-3%,4%,13%,3,7%,-3%,-19%,-6%
Cc1ccc(NC(=O)CC2=NC(=O)C(CC(=O)Nc3ccccc3C)S2)cc1 (stereo unspecified),-43%,-36%,-18%,23%,-2,-9%,-33%,?,-10%
Cc1ccc(-c2nnc(Cc3ccc([N+](=O)[O-])cc3)o2)cc1,?,-27%,3%,5%,10,-2%,-13%,-7%,-25%
Cc1cccc(N2C(=O)CS(=O)(=O)C23C(=O)N(C)c2ccccc23)c1 (stereo unspecified),-24%[59 µM],8%[57.1 µM],3%,30%,5,-1%,-14%,-5%,-10%
Cc1ccc(C(=O)c2sc3c(c2N)c(=O)[nH]c(=O)n3CCc2ccccc2)cc1,19%[59 µM],13%,1%,18%,-3,0%,-30%,2%,-4%
CCC(=O)N1CCc2cc(S(=O)(=O)CCC(=O)NCc3cccs3)ccc21,-10%[0.0925 µM],4%,2%,14%,-4,0%,-53%,?,-10%
CS(=O)(=O)c1ccc(Cl)c(NC(=O)COC(=O)c2cccc(S(=O)(=O)N3CCCCC3)c2)c1,?,-21%,1%,27%,-2,-10%,-22%,.,-7%
CCOc1ccccc1CNS(=O)(=O)c1ccc2c(c1)oc(=O)n2C,?,9%,9%,19%,1,2%,?,4µM*,?
CCn1c2ccccc2c2cc(NC(=O)CSc3nnc(-c4ccc(OC)cc4)n3N)ccc21,21%[59 µM],-14%,-7%,-8%,-3,-1%,-4%,-17%,-20%
O=C(CN1CCN(C(=O)c2ccco2)CC1)Nc1ccc(F)cc1F,8%,-37%,-5%,48%[activator],-6,-8%,-6%,17%,-14%
Cc1cc(C)cc(NC(=O)CN2C(=O)CSc3ccc(S(=O)(=O)N4CCCC4)cc32)c1,-38%[59 µM],-28%,-6%,10%,-1,2%,-9%,0%,-19%
Cc1noc(NS(=O)(=O)c2ccc(NC(=O)c3cc4ccccc4o3)cc2)c1C,.,.,-15%,15%,-1,10%,-11%,-14%,-8%
CCC(C)(C)C(=O)Nc1nnc(CCc2ccccc2)s1,.,0%,-2%,20%,-5,3%,5%,?,-5%
O=C(Nc1ccccc1)N1C2CCC1CC(O)(c1cccnc1)C2 (stereo unspecified),-5%[59 µM],-32%,2%,44%[activator],-16,-2%,-6%,13%,-22%
COc1ccc(C2=C(C#N)C(=O)OC2)cc1,32µM*,?,-4%,47%[activator],-2,2%,-6%,?,-21%
COc1ccccc1NC(=O)N1CCc2c([nH]c3ccccc23)C1C(F)(F)F (stereo unspecified),.,?,-14%,-13%,5,0%,17%,-3%,-29%
N#CCCN(C(=O)COC(=O)C1CCN(c2ccc(C(F)(F)F)cn2)CC1)c1ccc(F)cc1,-45%,-1%,1%,33%[activator],0,-2%,1%,-29%,-8%
Cc1ccccc1C(=O)NC(=S)NCCN1CCOCC1,26%[59 µM],-5%,-10%,59%[activator],3,-5%,-21%,-12%,11%[57.1 µM]
Cc1ccc2c(c1)nc(-n1nc(C)cc1C)c1nnnn12,-1%,0%,-2%,30%,10,0%,-9%,2%,-15%
COc1ccc(CCCc2nnc(SCC(=O)NN)o2)cc1,10%,-5%,-4%,16%,-1,-5%,3%,14%,-19%
COc1ccccc1N=C1SCC(=O)N1Cc1ccco1,4%[59 µM],?,-2%,-9%,-5,1%,-17%,167%[activator],-21%
CCOc1ccccc1N(C)C(=O)c1ccc2c(=O)n3c(nc2c1)CCCCC3,.,-6%,17%,1%,2,1%,3%[11.4 µM],9%,-28%
COc1ccc(-c2nc(SCC(=O)Nc3ccc4c(c3)OCCO4)c(-c3ccc(F)cc3)[nH]2)cc1OC,3%[59 µM],-4%,-7%,14%,1,15%,0%,-1%,-18%
O=C(N/N=C/c1cccc(O)c1)c1ccc(COc2ccccc2Br)cc1,?,-36%,0%,6%,-2,2%,-3%,13%,-25%
COc1ccc(CN2CCC(n3nccc3NC(=O)C3CCCC3)CC2)cc1,.,-37%,5%,8%,1,-6%,1%,-17%,-33%
C[C@H]1CN([C@@H](C)CO)C(=O)c2cccc(NC(=O)C3CC3)c2O[C@H]1CN(C)Cc1ccc(-c2ccccc2)cc1,.,.,4%,44%[activator],3,-2%,18%,-5%,-26%
Clc1ccc(-c2nc3c4cnn(-c5ccccc5Br)c4ncn3n2)c(Cl)c1,0%[59 µM],1%,-4%,12%,1,-3%,4%,-4%,-13%
Cc1cc(C)cc(-n2ncc3c2CCCC3NC(=O)CN2CCCCC2=O)c1 (stereo unspecified),.,.,3%,41%[activator],0,-4%,24%,0%,-1%
COc1ccc(OC)c([C@@H]2Nc3ccc(C(=O)O)cc3[C@@H]3C=CC[C@@H]32)c1,?,-25%,?,0%,-1,-2%,-28%,3%,?

# Bioassay records deposited in PubChem BioAssay by National Center for Advancing Translational Sciences (NCATS).
